Assay outcomes deposited in PubChem BioAssay by ICCB-Longwood Screening Facility, Harvard Medical School.
PV pol inh = poliovirus RNA polymerase inhibition; poliovirus polymerase elongation, fluorescence polarization; active compounds read low; % elongation, % (compound at 16.7 µg/mL); hit rate 0.66% among 150,000; in the data active = % elongation below about 90%; note: some results filed as inactive read as strong as hits
Target sequence (P03300 1749-2209 limits assumed): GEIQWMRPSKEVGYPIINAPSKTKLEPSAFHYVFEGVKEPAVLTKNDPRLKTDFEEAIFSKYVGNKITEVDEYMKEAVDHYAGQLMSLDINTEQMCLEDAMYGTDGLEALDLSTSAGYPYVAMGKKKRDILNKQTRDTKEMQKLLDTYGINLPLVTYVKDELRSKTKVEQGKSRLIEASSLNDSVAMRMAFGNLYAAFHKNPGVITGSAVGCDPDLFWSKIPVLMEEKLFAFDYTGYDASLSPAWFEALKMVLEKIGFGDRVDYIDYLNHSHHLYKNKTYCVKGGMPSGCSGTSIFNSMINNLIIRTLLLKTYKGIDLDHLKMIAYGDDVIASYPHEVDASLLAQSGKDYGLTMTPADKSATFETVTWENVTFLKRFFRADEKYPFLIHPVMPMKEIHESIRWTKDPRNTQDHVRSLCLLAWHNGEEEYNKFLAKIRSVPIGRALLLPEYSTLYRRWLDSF
PV pol inh FP z-score = recorded beside PV pol inh, whose call it bears; z-score; measured here: FP z-score; hits read low
Active calls of the source: *; & = joins results of further samples. A portion of the library. The share of hits here may be higher or lower than overall.

no.	Structure	PV pol inh	PV pol inh FP z-score
1	O=C(CSc1nc2ccsc2c(=O)n1Cc1ccccc1F)NCc1ccccc1Cl	110	0.9
2	N=C1SC2CS(=O)(=O)CC2N1/N=C/c1ccccc1 (stereo unspecified)	109	0.2
3	Cc1nn(-c2ccccc2)nc1C(=O)c1c(C(C)(C)C)[nH]n(-c2ccccc2)c1=O	98	-1.1
4	COc1ccccc1Nc1c2c(nc3ccc(NC(=O)Cc4cccs4)cc13)CCCC2	101	0
5	CC1=C/C(=N/NC(=O)Cn2cnc3ccccc32)CC(C)(C)C1	109	-0.1
6	CCCN(C(=O)c1cc2cc3ccc(C)cc3nc2o1)c1cccc(C)c1	103	0.2
7	O=C(Nc1ccccc1C(=O)OCc1cc(=O)n2c3c(sc2n1)CCCC3)c1ccccc1	110	1
8	Nc1ccc(-c2nc3cc(N)ccc3o2)cc1	100	0
9	CCCn1c(NC(=O)Cc2coc3cc(OC)ccc23)nc2ccccc21	104	0.8
10	O=C(Cn1c(=O)nc(-c2ccccc2)c2ccccc21)NCCCc1ccccc1	108	0.7
11	CCOC(=O)c1c(NC(=O)CSc2cn(CCNC(=O)c3ccc(OC)cc3)c3ccccc23)sc2c1CCC2	106	0.4
12	CCN1CCN(Cc2ccccc2Cl)CC1	98	-0.5
13	Cc1ccccc1C(=O)Nc1ccc(NC(=O)c2cccs2)cc1	105	0.1
14	CNc1ccccc1C(=O)OCC(=O)c1cccs1	105	0.5
15	N#CCOC(=O)/C(=C\c1cccs1)c1cccs1	100	-0.3
16	Cc1cccc(CCn2c(=O)c3ccccc3n(CC(=O)Nc3ccccc3F)c2=O)c1	108	-0.2
17	FC(F)(F)c1cccc(NCCNc2nccc(C(F)(F)F)n2)n1	104	0.7
18	OCC1OC(Oc2cccc(O)c2CCCc2ccc(O)cc2)C(O)C(O)C1O (stereo unspecified)	102	0.1
19	CC(=O)Nc1ccc(S(=O)(=O)N(C)c2ccc(OCC(=O)OCC(=O)N3CCCCC3)cc2)cc1	102	-0.2
20	O=C(NC1CCCCCC1)C1c2ccccc2C(=O)N1Cc1ccccc1Cl (stereo unspecified)	108	0.5
21	COC(=O)CCC(=O)Nc1ccc(Oc2ccccc2)cc1	103	0.5
22	CNc1ccc(-c2c(C#N)c(C#N)c(N)n2-c2ccc(C)cc2)cc1	103	0.5
23	Cc1cc(=O)[nH]c2[nH]n(-c3ccccc3)c(=O)c12	103	0
24	Cc1ccc(S(=O)(=O)NCC2CCC(C(=O)NCCc3ccccc3)CC2)cc1 (stereo unspecified)	99	-1.4
25	Cc1ccc(S(=O)(=O)Cn2nnnc2CN2CCC(Cc3ccccc3)CC2)cc1	101	-0.6
26	CCN1C(=O)/C(=C2/Sc3ccc(OC)cc3N2CC)SC1=Nc1ccc2c(c1)OCCO2	99	-1.1
27	CCS(=O)(=O)c1ccc2oc(SCC(=O)N3CC(C)OC(C)C3)nc2c1 (stereo unspecified)	106	0.3
28	COCCCNC(=O)c1cn(CCOC)c(=O)c2c1c1ccccc1n2C	108	0.5
29	O=C1CC2(CCCC2)C(=O)N1c1cc(C(F)(F)F)cc(C(F)(F)F)c1	103	-0.2
30	COC(=O)c1cccc(Oc2ncnc3c2oc2ccccc23)c1	102	-0.2
31	O=C(Cn1nc(-c2ccc(F)cc2)oc1=O)OCc1nnc(-c2cc3c(s2)CCCC3)o1	100	-0.3
32	COc1cc(NC(=O)CC2C(=O)OCCN2Cc2ccccc2)cc(OC)c1 (stereo unspecified)	101	-1.2

Ordered by count of non-hydrogen atoms (descending): 7 of the compounds above.
no.	Structure	PV pol inh	PV pol inh FP z-score
31	O=C(Cn1nc(-c2ccc(F)cc2)oc1=O)OCc1nnc(-c2cc3c(s2)CCCC3)o1	100	-0.3
25	Cc1ccc(S(=O)(=O)Cn2nnnc2CN2CCC(Cc3ccccc3)CC2)cc1	101	-0.6
24	Cc1ccc(S(=O)(=O)NCC2CCC(C(=O)NCCc3ccccc3)CC2)cc1 (stereo unspecified)	99	-1.4
28	COCCCNC(=O)c1cn(CCOC)c(=O)c2c1c1ccccc1n2C	108	0.5
27	CCS(=O)(=O)c1ccc2oc(SCC(=O)N3CC(C)OC(C)C3)nc2c1 (stereo unspecified)	106	0.3
30	COC(=O)c1cccc(Oc2ncnc3c2oc2ccccc23)c1	102	-0.2
23	Cc1cc(=O)[nH]c2[nH]n(-c3ccccc3)c(=O)c12	103	0

Remaining list, next part.
no.	Structure	PV pol inh	PV pol inh FP z-score
33	O=C(c1ccc2c(c1)N(Cc1ccc(Cl)cc1)C(=O)c1ccccc1S2(=O)=O)N1CCCC1	105	-0.1
34	CCOc1ccc(NC(=O)CCc2c(C)nc3nc(C)nn3c2C)cc1	111	1.2
35	CC1(C)CC(=O)C=C(NCC2NCCc3ccccc32)C1 (stereo unspecified)	101	-0.5
36	COC(=O)c1ccc(CSc2nc3ccc(C)cc3[nH]2)o1	104	0.1
37	CCN1CCN(C/C=C/c2ccccc2)CC1	99	-0.5
38	O=C(NCc1ccc(Cl)cc1)c1cc(S(=O)(=O)N2CCCCC2)c[nH]1	107	-0.1
39	COc1ccc(C2c3sc(=O)[nH]c3SC3C(=O)N(c4ccccc4)C(=O)C32)cc1 (stereo unspecified)	100	-0.4
40	Cc1ccc(OCc2nnc(SCc3cccc(C#N)c3)n2N)cc1C	103	0.5
41	COc1ccccc1N1CCN(C(=O)c2cc(S(=O)(=O)N3CCC(C)CC3)cn2C)CC1	111	1.2
42	O=C(CCCc1nc(-c2ccc(Cl)cc2)no1)NCc1ccco1	108	0.2
43	COc1ccc(S(=O)(=O)N(C)Cc2ccc(OC)cc2OC)cc1	107	0.6
44	Cc1ccc(NC(=O)CSc2nnc(-c3cc4occc4n3C)n2-c2ccccc2C)cc1F	110	0.1
45	O=C(Nc1ccccc1C(F)(F)F)c1ccco1	100	0.1
46	CCCC(Nc1ccccn1)n1nnc2ccccc21 (stereo unspecified)	105	0.7
47	Cc1cnc(C(=O)Nc2ccc(S(=O)(=O)N(C)C)cc2)cn1	101	-0.2
48	COC(=O)c1ccc(NC(=O)Cn2ccn3nc(-c4ccc(OC)cc4)cc3c2=O)cc1	110	0.7
49	COc1cc(OC)cc(-n2c(=O)c3sccc3n(CC(=O)c3ccc(Cl)cc3)c2=O)c1	101	-0.1
50	CC1C(=O)NN=C1C(=O)N/N=C\c1cccnc1 (stereo unspecified)	99	-1.1
51	COC(=O)c1cccc(Nc2c(-c3ccc(SC)cc3)nc3nc[nH]n23)c1	97	-1.5
52	Cc1cn(Cc2ccccc2)c(=O)[nH]c1=O	101	-0.2
53	Cc1cc(C(=O)CSc2nnc3n2CCCCC3)c(C)n1C1CCS(=O)(=O)C1 (stereo unspecified)	100	-0.4
54	CC(=O)c1ccc(NS(=O)(=O)c2cc(-c3cnc(C4CC4)o3)ccc2C)cc1	103	0
55	CCc1ccc(C2c3c(oc4ccc(C)cc4c3=O)C(=O)N2c2nc(C)c(C)s2)cc1 (stereo unspecified)	102	-0.5
56	COc1ccc(C(CC(=O)Nc2cc(OC)c(OC)c(OC)c2)N2Cc3ccccc3C2=O)cc1 (stereo unspecified)	105	-0.4
57	CC(=O)c1ccc(NC(=O)Cn2cc3c(n2)CCCC3)cc1	103	-0.6
58	Cc1ccc(CNc2nnc(C)c3nnn(Cc4ccc(F)cc4)c23)cc1	100	-1.6
59	CCOc1ccc(CC(=O)NC2CC(=O)N(c3ccc4c(c3)OCCO4)C2)cc1 (stereo unspecified)	107	0.1
60	CC(C)Cn1cc(NC(=O)N2CCCc3ccccc32)c2ccccc2c1=O	98	-0.8
61	COCc1cc(C)nc2sc(C(=O)Nc3ccc(C(C)=O)cc3)c(N)c12	102	-0.4
62	Cc1[nH]c(C)c2c(=O)n(C)ncc12	103	0.3
63	O=C(NNC(=O)c1ccc(Br)cc1)NC1CCCCC1	101	0.1
64	COc1cccc(NC(=O)C(C)N(c2ccccc2)S(C)(=O)=O)c1 (stereo unspecified)	103	0.3
65	CC1CC(C)CN(CC(C)(C)NS(=O)(=O)c2ccccc2)C1 (stereo unspecified)	103	0.2
66	CN(C)c1ccc(-c2nc(-c3ccncc3)no2)cc1[N+](=O)[O-]	108	0
67	CC1Cn2c(C(=O)Nc3ccc(Cl)cc3)cc3cccc(c32)S1 (stereo unspecified)	106	1.6
68	CCc1c(C)nc(SCC(=O)N2CCN(c3ccccc3OC)CC2)[nH]c1=O	113	1.7
69	CC(C)CC(=O)n1nc(-c2ccco2)nc1NCc1ccc(Cl)cc1	111	0.9
70	CCCC1=Nc2cc(C(=O)NC(C)c3ccccc3)ccc2Sc2ccc(C)cc21 (stereo unspecified)	108	-1
71	CCCCCC(=O)N1CCN(CCn2c(C)c3c(=O)n(-c4nc5ccccc5s4)[nH]c3cc2=O)CC1	87	-4.7
72	CN1/C(=C/C2CC(=O)NC2=O)C(C)(C)c2ccccc21 (stereo unspecified)	102	1.3
73	COc1ccccc1NC(=O)CCNS(=O)(=O)c1ccc2c(c1)CCN2C(=O)C1CC1	107	-0.1
74	O=C(COC(=O)c1cc(C(F)(F)F)cc(C(F)(F)F)c1)NC1CC1	101	-0.1
75	COc1ccccc1N1CCN(c2ncnc3onc(-c4cccc(Cl)c4)c23)CC1	110	0.5
76	CCn1cc(C(=O)OCC(=O)NCc2ccco2)c(=O)c2ccc(C)nc21	96	-0.8
77	O=S(=O)(/C=C/c1ccccc1)Nc1cc(Cl)ccc1-n1cncn1	102	-0.1
78	NS(=O)(=O)c1ccc(Nc2nncc(=O)[nH]2)cc1	101	-0.1
79	Cc1ccc(C)c(N2CCN(C(=O)Cn3ncc4c(=O)oc5ccc(C)cc5c43)CC2)c1	112	0.8
80	CCOC(=O)N1CCN(C(=O)c2cn(-c3ccc(OCC)cc3)c(=O)c3cc(OC)c(OC)cc23)CC1	99	-1.2
81	Cc1nc2c(-c3ccc(F)cc3)c(C)nn2c(C)c1CCC(=O)NCc1ccc(Cl)cc1	106	0.2
82	CN(C)CCC(c1ccc(Br)cc1)c1ccccn1 (stereo unspecified)	102&100	0.3&0.1
83	O=CN1CCN(C(=O)c2ccc(F)cc2)CC1	101	-0.3
84	C=CCNc1nnc(Cl)c2ccccc12	101	-0.5
85	CCOC(=O)c1c(C)n(C2CCCCC2)c2ccc(OCC(N)=O)cc12	101	0
86	Cc1c(CNC2CCCCCC2)c(C(=O)O)c(C)n1Cc1ccc(F)cc1	103	-0.6
87	O=C(CSc1nc2c(oc3ccccc32)c(=O)n1-c1ccccc1)Nc1ccccc1	102	0
88	Cc1cc(C)c2oc(-c3cc(N)cc(C)c3O)nc2c1	102	-0.1

Next records follow:
no.	Structure	PV pol inh	PV pol inh FP z-score
89	CCC(=O)Nc1ccc(C(=O)Cn2c(=O)oc3ccccc32)cc1	108	0.5
90	COCCNC(=O)c1cc2c(Cl)nc3ccc(C)cc3c2s1	99	-0.7
91	C=CCn1c(=NC(=O)CSC(C)=O)sc2ccccc21	102	-0.1
92	COc1ccc(CNC(=O)C2CCCN(S(=O)(=O)c3ccc4c(c3)CCCN4C(C)=O)C2)cc1 (stereo unspecified)	105	-0.6
93	Cc1ccc(-c2nc(C3CCN(S(=O)(=O)c4ccc(C(C)(C)C)cc4)CC3)no2)cc1	101	-0.2
94	CN(C)c1ccc(C(=O)OCC(=O)N(C2CCCCC2)C2CCCCC2)cc1	112	0.7
95	O=C(Nc1ccc(Cl)cc1)c1ccn[nH]1	106	0.3
96	CN(Cc1cccs1)c1cc(=O)n2cc(Cl)ccc2n1	103	0.2
97	Cc1cccc(-c2nc3c4ccccc4n(CC(=O)Nc4cccc(F)c4)c(=O)n3n2)c1	106	0.1
98	CC(C)CC(=O)NC1(C(F)(F)F)N=C2SCCN2C1=O (stereo unspecified)	101	0.3
99	OC1(c2ccccc2)C/C(=N\n2cnnc2)C=C1c1ccccc1 (stereo unspecified)	102	0
100	COc1ccc(NC2=NCCCCC2)nc1	78	-2.3
101	Cc1ncc(CO)c2c1Oc1nc(-c3ccccc3)nc(SCC(=O)N3CCCCC3)c1C2	107	0
102	CC(=O)Nc1ccccc1OC(C)C(=O)N1CC(C)CC(C)C1 (stereo unspecified)	105	0.3
103	CC1=NN(c2ccccc2)C(=O)/C1=C/c1coc2ccccc2c1=O	100	-0.2
104	Cc1ccc(CCNC(=O)c2c[nH]c3ccc(S(=O)(=O)Nc4ccc(C)cc4C)cc3c2=O)cc1	109	0.6

The final 3 compounds of the section before open the next one:
no.	Structure	PV pol inh	PV pol inh FP z-score
102	CC(=O)Nc1ccccc1OC(C)C(=O)N1CC(C)CC(C)C1 (stereo unspecified)	105	0.3
103	CC1=NN(c2ccccc2)C(=O)/C1=C/c1coc2ccccc2c1=O	100	-0.2
104	Cc1ccc(CCNC(=O)c2c[nH]c3ccc(S(=O)(=O)Nc4ccc(C)cc4C)cc3c2=O)cc1	109	0.6
105	COc1ccc2ncc(C(=O)c3ccccc3)c(N3CCCCC3)c2c1	104	0.5
106	CCC(=O)OCn1nnc2ccccc2c1=O	104	1.9
107	C/C(=N\OCC(=O)Nc1cc(C)on1)c1cccs1	101	0.1
108	Cc1ccc(-c2csc3nc(CN(C)C4CCN(C)CC4)[nH]c(=O)c23)cc1	97	-0.8
109	Cc1sc2nc(C(C)Sc3nnc(CN4CCCC4)n3Cc3ccccc3)[nH]c(=O)c2c1C (stereo unspecified)	114	1.8
110	Cc1ccc(CNC(=O)CCS(=O)(=O)c2cc(Br)cc3c2N(C(=O)C2CC2)CC3)cc1	111	1.5
